KCNQ1 pot – potentiates or activates the human KCNQ1 potassium channel | CHO-K1 KCNQ1, thallium flux FluxOR fluorescence; hits give high values | B-score at 10 µM | P51787 | AID 2648 | 310,000 tested, 0.35% active;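 active = fluorescence ratio B-score, a plate-corrected score, at least three library SD, with initial intensity B-score within 5 SD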
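Assay system: stable KCNQ1 CHO-K1 line; medium: assay buffer, equal DMSO in all wells; timing: 90 min dye loading and 20 min compound exposure, both at room temperature; technique: kinetic FluxOR thallium fluorescence, 10-s 1-Hz baseline, 110-s post-stimulus read; read-out basis: B score of baseline-normalized fluorescence ratio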
RGS4 pot – potentiators or activators of RGS4 | 310,000 tested, 0.92% active | HEK293 M3R/inducible RGS4, carbachol calcium flux Fluo4; hits give low values | AID 463111 | B-score at 10 µM;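 active = B-score of the integrated calcium signal more than 4 SD below the library mean, with starting fluorescence not abnormally high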;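 note: negative B-score means reduced calcium response which marks RGS4 activation or potentiation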
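Assay system: HEK293 FlpIn-TREx cells, stable M3R, doxycycline-inducible RGS4 / Probe or stimulus: carbachol, ECmax concentration / Times: overnight RGS4 induction, 30 min dye load 37 °C, 20 min compound RT / Signal: kinetic calcium fluorescence imaging with Fluo4-AM dye, 2 µM / Measure: Agonist-evoked peak-minus-minimum fluorescence over baseline, integrated ratio, B score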
KCNK9 inh – human KCNK9 channel inhibition | AID 488922 | Q9NPC2 | B-score at 10 µM | 310,000 tested, 1.2% active | HEK293 KCNK9, FluxOR thallium flux fluorescence; hits give low values;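 active = ratio B-score over 3 SD below the library mean, with starting fluorescence within 5 SD of its mean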;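 note: negative B-score means less thallium flux so channel inhibition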
KCNK3 block – human KCNK3 channel inhibition, primary screen | 340,000 tested, 0.84% active | B-score at 10 µM | AID 602410 | CHO-KCNK3 thallium flux, FluxOR fluorescence; hits give low values | O14649;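 active = B-score under library mean minus 4 SD, starting fluorescence ratio at most library mean plus 5 SD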;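 note: more negative B-score means stronger inhibition of thallium flux through KCNK3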
TMEM16A inh – blocks the mouse calcium-activated chloride channel TMEM16A | Q8BHY3 | HEK293 TMEM16A/YFP iodide influx fluorescence, ionomycin | normalized B-score (activity score, 25-100; higher = stronger inhibition) at 10 µM | 310,000 tested, 1.2% active | AID 588511;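 active = ratio plate-corrected score three or more library SD toward inhibition, starting fluorescence score within five deviations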;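 note: score derived from kinetic fluorescence span divided by baseline fluorescence per well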
hERG rescue – hERG (human) protection from proarrhythmic block; activation (rescue from dofetilide block), less the hit threshold, % at 10 µM; 310,000 tested, 0.51% active; CHO-hERG, FluxOR thallium flux, dofetilide IC70 present;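 active = activation above the mean of controls blocked by dofetilide plus 5 SD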;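 note: thallium influx through hERG after potassium depolarization seen as dye fluorescence rise; in these data hits start at about 4.7%; inactives centre near -7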
Target sequence (Q12809 whole entry, looked up): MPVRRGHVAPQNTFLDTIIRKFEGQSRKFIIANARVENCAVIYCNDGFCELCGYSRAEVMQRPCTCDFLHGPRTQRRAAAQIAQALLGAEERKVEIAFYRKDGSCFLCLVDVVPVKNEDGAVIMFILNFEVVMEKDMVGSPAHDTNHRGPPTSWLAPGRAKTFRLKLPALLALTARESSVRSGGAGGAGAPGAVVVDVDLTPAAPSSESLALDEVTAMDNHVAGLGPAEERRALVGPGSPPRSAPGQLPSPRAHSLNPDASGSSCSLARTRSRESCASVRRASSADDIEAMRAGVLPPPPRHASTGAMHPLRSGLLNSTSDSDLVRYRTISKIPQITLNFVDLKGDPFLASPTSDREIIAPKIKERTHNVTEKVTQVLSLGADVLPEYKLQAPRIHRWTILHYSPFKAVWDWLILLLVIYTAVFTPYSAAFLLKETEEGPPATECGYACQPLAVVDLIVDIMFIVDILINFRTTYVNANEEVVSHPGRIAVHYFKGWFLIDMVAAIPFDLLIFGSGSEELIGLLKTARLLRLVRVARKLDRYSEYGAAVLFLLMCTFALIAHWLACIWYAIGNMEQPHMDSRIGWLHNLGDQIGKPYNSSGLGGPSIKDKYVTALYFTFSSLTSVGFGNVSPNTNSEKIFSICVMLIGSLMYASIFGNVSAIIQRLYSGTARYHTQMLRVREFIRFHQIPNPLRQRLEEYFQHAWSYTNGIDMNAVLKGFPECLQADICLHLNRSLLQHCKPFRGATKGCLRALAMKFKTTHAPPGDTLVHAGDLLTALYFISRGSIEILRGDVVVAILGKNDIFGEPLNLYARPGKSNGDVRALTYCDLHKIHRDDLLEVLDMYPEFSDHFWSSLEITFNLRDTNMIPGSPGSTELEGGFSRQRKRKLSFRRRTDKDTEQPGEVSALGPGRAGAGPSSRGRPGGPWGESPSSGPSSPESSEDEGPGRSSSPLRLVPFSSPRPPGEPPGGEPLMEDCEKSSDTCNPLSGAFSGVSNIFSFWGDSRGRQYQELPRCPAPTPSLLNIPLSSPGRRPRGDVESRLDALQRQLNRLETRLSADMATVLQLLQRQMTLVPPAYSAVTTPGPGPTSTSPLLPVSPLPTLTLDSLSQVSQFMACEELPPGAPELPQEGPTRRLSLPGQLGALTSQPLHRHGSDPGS
KCNQ1 block – human KCNQ1 channel inhibition; P51787; CHO-K1 KCNQ1, FluxOR thallium flux fluorescence; hits give high values; B-score at 10 µM; 310,000 tested, 1.3% active; AID 2642;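 active = compounds whose thallium flux B-score, printed positive for inhibition, exceeds three library SD while starting fluorescence stays within three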;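 note: channel opened by potassium depolarization with thallium stimulus after 20 min compound exposure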
TMEM16A act – activators or potentiators of mouse TMEM16A chloride channel. Q8BHY3. HEK293 TMEM16A/YFP-H148Q/I152L, iodide quench fluorescence; hits give low values. B-score at 10 µM. 340,000 tested, 0.3% active. AID 623877;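 active = fluorescence-ratio B-score plate-corrected deviation score at least 3 library SD below zero, with starting fluorescence score within 5 deviations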;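 note: channel opened by trigger with iodide after compound preincubation; score built on the fluorescence ratio of max minus min over baseline; more negative score means more quench and so TMEM16A activation or potentiation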
MrgX1 PAM – human MrgX1 positive allosteric modulation, primary screen | Q96LB2 | MrgX1-HEK293, Fluo-4 calcium flux, FDSS; hits give high values | B-score at 10 µM | 310,000 tested, 0.63% active | AID 588675;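 active = plate-corrected calcium response at least 3 library SD above typical, normal starting fluorescence, not activating the receptor alone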;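 note: compound read alongside a low EC10 to EC30 dose of BAM8-22 agonist; peak minus trough fluorescence over baseline measured at the second addition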
MrgX1 ag – activates human MrgX1 receptor signaling | Q96LB2 | 310,000 tested, 0.44% active | MrgX1-HEK293 cells, Fluo-4 calcium fluorescence, agonist mode; hits give high values | AID 588627 | B-score at 10 µM;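 active = calcium response B-score plate-corrected fluorescence ratio at least 3 library SD, with starting fluorescence B-score inside 5 SD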
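times = overnight plating, then 30 min 37 °C plus 30 min room-temperature dye loading | assay system = stable human MrgX1 HEK293 cell line | input = fifteen thousand cells per well | signal = kinetic calcium dye fluorescence, Fluo-4 NW | dosing = compound delivered in addition one of three | read-out = B-scored fluorescence response ratio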
RGS4 inh – inhibitors of human RGS4; 310,000 tested, 0.45% active; HEK293 M3R/RGS4 inducible, Fluo-4 calcium flux; hits give high values; triggered by carbachol at its EC20; B-score at 10 µM; AID 463165;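 active = B-score, a plate-corrected calcium signal, over three deviations above library mean, with baseline fluorescence within five deviations of library mean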;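 note: RGS4 expression induced by doxycycline in cells with stable M3 receptor; B-score is computed from the integrated fluorescence ratio over baseline after carbachol; higher B-score means a larger calcium signal and so more RGS4 inhibition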
Active calls of the source: *; i = inactive.

Under each structure: KCNQ1 pot, RGS4 pot, KCNK9 inh, KCNK3 block, TMEM16A inh, hERG rescue, KCNQ1 block, TMEM16A act, MrgX1 PAM, MrgX1 ag, RGS4 inh
COc1cc(C(=S)N2CCOCC2)cc(OC)c1OC(=O)c1ccc(F)cc1
    i, i, i, i, i, -3, i, i, i, i, i
COCCCNC(=O)COc1cc2c(c3oc(=O)c(C)c(C)c13)CCC(C)(C)O2
    i, i, i, i, i, -1, i, i, i, i, i
Cc1nc(N)sc1-c1csc(Nc2ccc(S(N)(=O)=O)cc2)n1
    i, i, i, i, i, -13, i, i, i, i, i
O=C1CCN2C=Nc3cccc4ccc1c2c34
    i, i, i, i, i, -48, 25*, i, i, i, i
C=CCOC(=O)C1=C[C@H](c2ccc(Br)cc2)C[C@H](OCCCCO)O1
    i, i, i, i, i, -5, i, i, i, i, i
Cc1ccc(S(=O)(=O)N(Cc2ccccc2)c2ccccc2C(=O)NCc2cccnc2)cc1
    i, i, i, i, i, -9, i, i, i, i, i
COc1cccc(C(=O)NCC(c2cccnc2)N2CCN(c3ccccc3OC)CC2)c1 (configuration not stated)
    i, i, i, i, i, -9, i, i, i, i, i
S=C(c1ccc(-c2ccc(Cl)cc2)o1)N1CCCCC1
    i, i, i, i, i, -13, i, i, i, i, i
CCCOc1ccc(OCCNC2CCCC2)cc1
    i, i, i, i, i, -4, i, i, i, i, i
Cc1ccc(COc2coc(CN3CCN(C(=O)c4ccco4)CC3)cc2=O)cc1
    i, i, i, i, i, -9, i, i, i, i, i
COC(=O)c1cc(S(=O)(=O)Nc2nn(C)c3cccc(F)c23)oc1C
    i, i, i, i, i, -5, i, i, i, i, i
O=C1c2ccccc2C(Nc2ccccc2F)N1c1cccnc1 (configuration not stated)
    i, i, i, i, i, -6, i, i, i, i, i
CC(C)(C)C(=O)Nc1ccc(C(=O)N/N=C/C2CC3C=CC2C3)cc1 (configuration not stated)
    i, i, i, i, i, -7, i, i, i, i, i
Cc1ccc(Cn2nnc3c(=O)[nH]c(C4CCN(C(=O)c5cccs5)CC4)nc32)cc1
    i, i, i, i, i, -9, i, i, i, i, i
O=C(Cn1c(=O)oc2cc(S(=O)(=O)N3CCCCC3)ccc21)N1CCc2ccccc21
    i, i, i, i, i, -10, i, i, i, i, i
CCCC1CCc2c(sc(NC(=O)OCC)c2C#N)C1 (configuration not stated)
    i, i, i, i, i, -7, i, i, i, i, i
COc1ccccc1-n1cnc2cc(NCc3ccccc3O)ccc21
    i, i, i, i, i, -15, i, i, i, i, i
COc1cc(/C=C/C(=O)O)cc(S(=O)(=O)NCC2CCCO2)c1OC (configuration not stated)
    i, i, i, i, i, -11, i, i, i, i, i
CCNc1nc(NCC)n2c(SCC(=O)Nc3ccccc3)nnc2n1
    i, i, i, i, i, 6.5*, i, i, i, i, i
O=C(O)CCN1C(=O)/C(=C\c2ccc(OCc3ccccc3)c(OCc3ccccc3)c2)SC1=S
    i, i, i, i, i, -10, i, i, i, i, i
COC(=O)c1c(N2C(=O)CC(Sc3ncccc3C(=O)O)C2=O)sc(C)c1C (configuration not stated)
    i, i, i, i, i, 2, i, i, i, i, i
COc1ccc(S(=O)(=O)N(C)CC(=O)N2CCCCCC2)cc1OC
    i, i, i, i, i, -11, i, i, i, i, i
Cc1ccc(CN(C)C(=O)C2CCC(=O)N(C3CCCCCC3)C2)cc1 (configuration not stated)
    i, i, i, i, i, -5, i, i, i, i, i
CCn1cc(C(=O)NN)c(=O)c2cc(F)c(N3CCOCC3)cc21
    i, i, i, i, i, -11, i, i, i, i, i
S=C(NCc1ccco1)Nc1ccc(Cl)cn1
    i, i, i, i, i, -1, i, i, i, i, i
COc1cc(NC(=O)c2c(F)c(F)c(OC)c(F)c2F)ccc1NC(=O)c1cccs1
    i, i, i, i, i, -9, i, i, i, i, i
Cc1cc2cc(CNS(=O)(=O)c3ccccc3)ccc2n1C
    i, i, i, i, i, -12, i, i, i, i, i
Cc1cc(OCC(=O)Nc2ccc(N3CCN(C(=O)c4ccco4)CC3)cc2)cc(C)c1Cl
    i, i, i, i, i, -6, i, i, i, i, i
O=C(NCc1ccc2c(c1)OCO2)c1cc2n(n1)C(C(F)(F)F)CC(c1ccc3c(c1)OCO3)N2 (configuration not stated)
    i, i, i, i, i, -7, i, i, i, i, i
COc1ccc(CNC(=O)c2cc(C(=O)C3CC3)c[nH]2)cc1
    i, i, i, i, i, -8, i, i, i, i, i

Under each structure: KCNQ1 pot, RGS4 pot, KCNK9 inh, KCNK3 block, TMEM16A inh, hERG rescue, KCNQ1 block, TMEM16A act, MrgX1 PAM, MrgX1 ag, RGS4 inh
CCN1CCN(C(=O)Cn2nc(-c3ccc(Cl)cc3)ccc2=O)CC1
    i, i, i, i, i, -13, i, i, i, i, i
O=C(/C=C/c1cc([N+](=O)[O-])ccc1OC(F)F)NCc1ccc(Cl)cc1
    i, i, i, i, i, -4, i, i, i, i, i
COc1cc2nc(=S)n3[nH]c(CCn4c(C)nc5ccccc54)nc3c2cc1OC
    i, i, i, i, i, -7, i, i, i, i, i
CSc1nc(C)c(C(=O)Nc2ccccc2)c(-c2ccco2)c1C#N
    i, i, i, i, i, -11, i, i, i, i, i
O=C(/C=C/c1ccco1)Nc1ccccc1N1CCCCC1
    i, i, i, i, i, -18, i, i, i, i, i
Cc1cccc(N2C(=O)C(O)=C(C(=O)c3cccs3)C2c2cccc(Oc3ccccc3)c2)n1 (configuration not stated)
    i, i, i, i, i, -3, i, i, i, i, i
CC(=O)N1CCc2cc(C(=O)CN3CCN(c4ccccn4)CC3)ccc21
    i, i, i, i, i, -8, i, i, i, i, i
O=C(CNC(=O)c1ccccc1)Oc1ccc([N+](=O)[O-])cc1
    i, i, i, i, i, -5, i, i, i, i, i
COCCN(CC(=O)NCc1ccc2c(c1)OCO2)C(=O)CCC(=O)Nc1nccs1
    i, i, i, i, i, -8, i, i, i, i, i
COc1ccc(C(=O)C[n+]2ccc(C)cc2)cc1
    i, i, i, i, i, -5, i, i, i, i, i
COc1ccc(OC)c(C2C(C(C)=O)=C(O)C(=O)N2CCN2CCOCC2)c1 (configuration not stated)
    i, i, i, i, i, -2, i, i, i, i, i
CCc1nnc(NC(=O)CCC(=O)Nc2ccccc2)s1
    i, i, i, i, i, -8, i, i, i, i, i
CCc1cc(CNC(=O)C2CCC(=O)N(CCc3ccc(OC)cc3)C2)on1 (configuration not stated)
    i, i, i, i, i, -12, i, i, i, i, i
CCn1cc(C(=O)Nc2sc(C)c(C)c2C(=O)OC)cn1
    i, i, i, i, i, -6, i, i, i, i, i
Cc1cccc(-c2nsc(SCC(=O)NCC3CCCO3)n2)c1 (configuration not stated)
    i, i, i, i, i, -6, i, i, i, i, i
COc1cc(NC(=O)c2ccccc2)c(OC)cc1NC(=O)Cc1ccccc1
    i, i, i, i, i, -12, i, i, i, i, i
COc1nc(NCc2ccco2)nc(NC2CCCCC2)n1
    i, i, i, i, i, -14, i, i, i, i, i
CN(CCOc1ccccc1)C(=O)C1CCN(C(=O)c2ccc(F)cc2)CC1
    i, i, i, i, i, -11, i, i, i, i, i
Cc1cccc(C(=O)OCC(=O)NC(=O)Cc2ccccc2)c1O
    i, i, i, i, i, -13, i, i, i, i, i
O=C(CSc1nnnn1-c1ccccc1)Nc1ccc(Cl)cc1
    i, i, i, i, i, 1, i, i, i, i, i
O=C(NCCc1ccccc1)C1CCCN(S(=O)(=O)c2cccc3nsnc23)C1 (configuration not stated)
    i, i, i, i, i, -11, i, i, i, i, i
COc1ccc(/C=C/c2c(-c3cccc(C)c3)oc3ccc(N4CCOCC4)cc23)cc1
    i, i, i, i, i, -5, i, i, i, i, i
O=C(CN(Cc1ccc(F)cc1)S(=O)(=O)c1ccccc1)N1CCCCC1
    i, i, i, i, i, -8, i, i, i, i, i
Cc1ccc(CNC(=O)c2ccccc2NC(=O)CSc2nnnn2C)cc1
    i, i, i, i, i, -4, i, i, i, i, i
CCOC(=O)N1CCN(S(=O)(=O)c2c(C)cc(C)cc2C)CC1
    i, i, i, i, i, -9, i, i, i, i, i
CSCC[C@H](NC(=O)C1CCN(S(=O)(=O)c2ccc(C)cc2)CC1)C(=O)NCC1CCCO1 (some centres not stated)
    i, i, i, i, i, -7, i, i, i, i, i
CCCN(CCC)Cc1c(C(=O)N/N=C/C(C)=C\c2ccccc2)nnn1-c1nonc1N
    i, i, i, i, i, -9, i, i, i, i, i
Cc1cccc(S(=O)(=O)NCCc2cn3ccccc3n2)c1
    i, i, i, i, i, -2, i, i, i, i, i
CCCCN(CC)CCNC(=O)c1cc2c(C)nc3ccccc3c2o1
    i, i, i, i, i, -8, i, i, i, i, i
CCCCCOP(=O)(OCCCCC)C1(NS(=O)(=O)c2ccccc2)C=CC(=O)c2ccccc21 (configuration not stated)
    i, i, i, i, i, -13, i, i, i, i, i

Under each structure: KCNQ1 pot, RGS4 pot, KCNK9 inh, KCNK3 block, TMEM16A inh, hERG rescue, KCNQ1 block, TMEM16A act, MrgX1 PAM, MrgX1 ag, RGS4 inh
O=C(c1ccccc1)c1ccc(OCCCCN2CCCCC2)cc1
    i, i, i, i, i, 0, i, i, i, i, i
Oc1ccc(-c2csc(Nc3ncccn3)n2)cc1
    i, i, i, i, i, -10, i, i, i, i, i
O=C(N/N=C\c1cc([N+](=O)[O-])ccc1N1CCOCC1)c1ccccn1
    i, i, i, i, i, -4, i, i, i, i, i
COCCNC(=O)C(Cc1c[nH]c2ccccc12)NC(=O)OCc1ccccc1 (configuration not stated)
    i, i, i, i, i, -4, i, i, i, i, i
COc1ccc(/C(N)=N/OC(=O)CCC2CCCC2)cc1
    i, i, i, i, i, -2, i, i, i, i, i
CCN(C(=O)CSc1nc2ccccc2c(=O)n1Cc1ccc(C)cc1)C1CCS(=O)(=O)C1 (configuration not stated)
    i, i, i, -9.5*, i, -12, i, i, i, i, i
COc1cccc(CNC(=S)Nc2cc(OC)ccc2OC)c1
    i, i, i, i, i, -6, i, i, i, i, i

From PubChem
